mcGAS lum: inhibitors of mouse cGAS | Q8C6L5 | recombinant cGAS, Kinase-Glo ATP depletion luminescence | inhibition, % at 12.5 µM | hit rate 0.15% among 160,000;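 note: 0% = negative control wells and 100% = reference inhibitor with no enzyme activity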
hcGAS lum: blocks human cGAS activity | inhibition, % at 12.5 µM | recombinant h-cGAS, ATP depletion, Kinase-Glo luminescence | AID 1259398 | hit rate 0.081% among 290,000;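 note: 0% = vehicle reaction and 100% = reaction without DNA for no activity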
Target sequence (Q8N884 whole entry, looked up): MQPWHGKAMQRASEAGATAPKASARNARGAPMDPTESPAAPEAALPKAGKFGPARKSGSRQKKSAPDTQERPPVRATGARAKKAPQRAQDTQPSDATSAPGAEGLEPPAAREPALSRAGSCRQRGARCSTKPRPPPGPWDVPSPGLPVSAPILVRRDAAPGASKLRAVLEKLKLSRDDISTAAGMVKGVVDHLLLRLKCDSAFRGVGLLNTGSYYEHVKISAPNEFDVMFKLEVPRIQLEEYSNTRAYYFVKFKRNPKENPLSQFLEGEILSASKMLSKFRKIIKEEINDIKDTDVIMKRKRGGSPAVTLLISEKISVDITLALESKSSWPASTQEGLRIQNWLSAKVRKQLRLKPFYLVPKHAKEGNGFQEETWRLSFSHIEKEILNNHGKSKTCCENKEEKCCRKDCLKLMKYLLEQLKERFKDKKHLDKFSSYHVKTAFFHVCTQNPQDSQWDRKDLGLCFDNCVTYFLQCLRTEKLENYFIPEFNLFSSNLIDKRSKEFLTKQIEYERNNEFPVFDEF
NPYLR7 agonist: activates Aedes aegypti NPYLR7 receptor; activation, % at 10 µM; AID 1259423; hit rate 0.15% among 270,000; HEK293T NPYLR7/Galpha15, GCaMP6s calcium fluorescence; in the data active = activation above about 40%;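 note: 0% = vehicle and 100% = reference agonist at the receptor; some compounds past the cut are filed as inactive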
Active calls of the source: *; x = no result given; & = joins results of further samples. Cut-off read from the data, not from the text of the source, unless noted: active = inhibition above about 40%; inactive = the rest.

SMILES	mcGAS lum	hcGAS lum	NPYLR7 agonist
Cc1cccc(NC(=O)CSc2ccc(-c3sc(C)nc3C)nn2)c1	-7	-6	3
O=C(c1ccc(N2CCCS2(=O)=O)cc1)N1CCN(S(=O)(=O)c2ccccc2)CC1	x	-5	-6
Cc1cccc(C(=O)Nc2nn(C)c3c2CC(C)C(=O)N3)c1 (stereo not given)	-8	-2	-15
COCCNC(=O)c1cccc(CSc2nc(Cl)cc(N3CCCC3)n2)c1	-5	-9	-5
CCOc1ccc(C2CC(=O)Nc3snc(C)c32)cn1 (stereo not given)	x	-6	0
Cc1noc(C)c1CN1CCN2C(C(=O)NCCCN(C)C)=COC2=NC1=O	x	-6	18
CC1(CC(=O)c2ccccc2F)C(=O)Nc2ccc(-c3cccc(C(F)(F)F)c3)cc21 (stereo not given)	-3	-2	0
Cc1cccc(COCC2CN(C(=O)c3cnc(C)cn3)CCO2)c1 (stereo not given)	-4	-2	-2
COC(=O)c1sc(N2C(=O)C(O)=C(C(=O)c3ccc(C)o3)C2c2ccc(Cl)cc2)nc1C (stereo not given)	-3	-3	4
CC1=NN(c2ccccc2)C(=O)/C1=C\c1ccccc1F	-5	-5	-1
CN(C)c1nc2c(c(N(C)Cc3cc(-c4cccs4)n[nH]3)n1)CCNC2	x	-6	6
COc1ccccc1NS(=O)(=O)c1ccc2oc(SCCOc3ccccc3F)nc2c1	-5	-20	17
CC(=O)N1CCN(c2cc(CNc3ccccn3)ccn2)CC1	x	5	-18
CS(=O)(=O)N1CCN(c2ccc(NC(=O)COc3ccc([N+](=O)[O-])cc3)cc2)CC1	-3	-2	0
CCn1nc(C)c(CNC(=O)c2cc(COc3cccc(C(F)(F)F)c3)on2)c1C	x	-6&0	2&2
CCOC(=O)c1nn(-c2ccc(C)cc2)c(=O)cc1NCc1ccc(F)cc1	x	-9	8
CC1CCN(C(=O)Nc2ccc(S(N)(=O)=O)cc2)CC1	x	-11	5
COc1ccc(-c2noc(CNCc3csc(C)n3)n2)cc1	x	-7	6
CCOC(=O)CCNC(=O)N1CCCC(C(=O)c2cc(C)c(OC)c(C)c2)C1 (stereo not given)	x	-7	5
COc1c(F)cc(-c2c(-c3ccccc3)ncn2CCO)cc1Cl	-18	-6	21

Continued; it opens with the 7 that closed the last part.
SMILES	mcGAS lum	hcGAS lum	NPYLR7 agonist
CS(=O)(=O)N1CCN(c2ccc(NC(=O)COc3ccc([N+](=O)[O-])cc3)cc2)CC1	-3	-2	0
CCn1nc(C)c(CNC(=O)c2cc(COc3cccc(C(F)(F)F)c3)on2)c1C	x	-6&0	2&2
CCOC(=O)c1nn(-c2ccc(C)cc2)c(=O)cc1NCc1ccc(F)cc1	x	-9	8
CC1CCN(C(=O)Nc2ccc(S(N)(=O)=O)cc2)CC1	x	-11	5
COc1ccc(-c2noc(CNCc3csc(C)n3)n2)cc1	x	-7	6
CCOC(=O)CCNC(=O)N1CCCC(C(=O)c2cc(C)c(OC)c(C)c2)C1 (stereo not given)	x	-7	5
COc1c(F)cc(-c2c(-c3ccccc3)ncn2CCO)cc1Cl	-18	-6	21
CC(C)Nc1nc2n(c(=O)n1)CCN2C(C)C	x	-9	-1
Cc1cc(C)c(NC(=O)c2ccc3c(c2)SC2=NS(=O)(=O)CCN23)c(C)c1	-14	-8	-1
N#CCCC(C#N)CN1CCC(c2ccc(F)cc2)C1 (stereo not given)	x	-7	-1
Cc1c(C(=O)N2CCN(C(c3ccccc3)c3ccccc3)CC2)cc(-c2ccc(Cl)cc2)n1-c1ccccc1F	-6	-11	-3
O=C(c1ccc2ccccc2c1)N1CCSC1c1ccc(C(F)(F)F)cc1 (stereo not given)	-4	1	5
CCOC(=O)CC1CCCCN1C(=O)Nc1ccccc1F (stereo not given)	x	-6	8
CN(Cc1cccnc1)CC1CCN(CCc2ccc(Cl)cc2)CC1	x	-4	2
O=C(Oc1coc(CSc2ncccn2)cc1=O)c1cccc2ccccc12	-5	-5	-11
CNC(=O)C(C)(C)N(C)Cc1ccccc1-c1ccccc1	-11	-7	x
Cc1ccc(N2CCCC(NC(=O)C3CC4CCC3O4)C2=O)cc1 (stereo not given)	-10	-8	10
O=S(=O)(N1CCCCC1)N1CCc2sccc2C1c1ccccc1 (stereo not given)	x	0	5
COc1cccc(-c2nc3sc(C)cn3c2CN2CCN(C(=O)NC(C)C)CC2)c1	-6	-4	x
COc1ccccc1NC(=O)c1sc2nc3n(c(=O)c2c1C)CCC3	x	-3	0
Cc1cc(F)c(C(=O)NCCSCC(C)(C)O)cc1F	x	-9	3
CC(C)c1cccc2sc(N(Cc3ccco3)C(=O)c3ccn(C)n3)nc12	-7	-1	x
COc1ccc(C2=NN(C(=O)c3ccc(Cl)cc3)C(c3cccc([N+](=O)[O-])c3)C2)cc1 (stereo not given)	-4	-3	-12
CCC(=O)c1ccc(OCC(=O)Nc2ccc(C(=O)N3CCCC3)cc2)cc1	x	-5	0
CC(=O)NC(C)(C(=O)OCc1cc(Cl)c2nccn2c1)C1CC1 (stereo not given)	x	-5	-2
CN1C(=O)c2cc(NS(=O)(=O)CBr)ccc2Oc2ccccc21	x	-5	7
CC(C)C(C)NC(=O)Cn1nnc(-c2cccc(F)c2)n1 (stereo not given)	x	-9	14
COC(=O)c1ccc(COC(CN2CCN(C(=O)c3ccc4nonc4c3)CC2)c2cccc(OC)c2)cc1 (stereo not given)	-6	0	x
O=C(Nc1ncc([N+](=O)[O-])s1)c1ccc(=O)n(Cc2cccc(C(F)(F)F)c2)c1	x	-11	14
c1ccc(NNC2=Nc3cccc4cccc2c34)cc1	-1	4	3
C=C1C(C)(C)[C@H]2CC[C@]1(C(=O)NCCc1nc3ccccc3c(=O)[nH]1)C2	-6	1	-5
CCN(CC)C(=O)N1CCN(CCC#N)CC1	1	2	x
O=C(C=CNCCNC=CC(=O)C(F)(F)F)C(F)(F)F	x	-5	3
Cc1ccc(-c2nc(C(N)=O)c3[nH]c(=O)n(-c4ccc(C(C)(C)C)cc4)c3n2)o1	-7	-5	28
Cc1cc(C)nc(NCc2ccc(N3CCC(O)CC3)c(F)c2)n1	-9	-9	10
CCNC(=O)OC1CCN(C(=O)Cc2ccc(OC)cc2)CC(=O)N(C)c2ccccc21 (stereo not given)	-6	-1	2
CN(Cc1cnn(C)c1)Cc1nc(-c2cccnc2)no1	-15	-4	-1
C=CCOc1ccc(C(=O)Nc2ncn[nH]2)cc1	x	17	-5
C#CCOCC(O)CN(Cc1cccc(C)c1)Cc1ccco1 (stereo not given)	-7	-6	-1
COc1ccc(CCNC(=O)NCc2c(C)n[nH]c2C)c(Cl)c1	x	-6	-3
COC(=O)C(C)(Cc1ccccc1)NC(=O)c1csc(COC(=O)c2ccccc2)n1 (stereo not given)	-2	-8	-8
O=C(Cn1cnnn1)N1CCC(n2c(Cc3ccccc3)nc3ccccc32)CC1	-8	-6	4
CC1(C)CN(C(=O)C2(C#N)CCOCC2)CC1(C)O (stereo not given)	-6	-8	x
O=C(Cc1csc(-c2ccsc2)n1)NCc1ccccc1	x	11	-8
Cc1nnc(SCC(=O)Nc2ccc(I)cc2C)s1	-6	-3	4
Cc1ccc2sc(N(CCCN(C)C)C(=O)c3ccc(S(=O)(=O)N(C)C)cc3)nc2c1C	-8	-6	2
COc1ccc(Oc2ccc([N+](=O)[O-])cc2C(=O)NC(c2ccc(F)cc2)c2ccc(SCc3ccccc3)cc2)cc1 (stereo not given)	-6	-5	11

A different layout for 3 compounds above:
> COC(=O)c1ccc(COC(CN2CCN(C(=O)c3ccc4nonc4c3)CC2)c2cccc(OC)c2)cc1 (stereo not given)
  mcGAS lum: -6; hcGAS lum: 0; NPYLR7 agonist: x

> C#CCOCC(O)CN(Cc1cccc(C)c1)Cc1ccco1 (stereo not given)
  mcGAS lum: -7; hcGAS lum: -6; NPYLR7 agonist: -1

> O=C(C=CNCCNC=CC(=O)C(F)(F)F)C(F)(F)F
  mcGAS lum: x; hcGAS lum: -5; NPYLR7 agonist: 3

New compounds follow
SMILES	mcGAS lum	hcGAS lum	NPYLR7 agonist
O=C1CNC(=O)N1Cc1nc(CCc2ccccc2)n[nH]1	x	-5	4
C[C@H](C(=O)NCc1ccc(N(C)C)cc1)N1Cc2ccc(-c3ccnn3C)nc2C1=O	-8	-7	-13
C=CCn1c(=O)c2ccccc2n2c(SCC(=O)N(C)Cc3ccc(N(C)C)cc3)nnc12	-6	-3	2
O=C(C1=COc2ccc(Cl)cc2C1)N1CCN(c2nc3ccccc3nc2-c2ccccc2)CC1	-6	-7	x
COc1c(C)cnc2c1c(=O)n(CC(=O)N(C(C)C)C(C)C)c(=O)n2C	-8	-7	0
COc1ccc2c(c1)C(=O)N(C)C1(CCN(CC3CC3)CC1)N2	x	-14	4
Cc1nc(C)c(Cc2ccc([N+](=O)[O-])cc2)c(N2CCN(C(=O)c3ccc(Br)cc3)CC2)n1	-5	-8	14
COc1cc2c(cc1OC)C1CN(C(=O)Nc3ccc(F)cc3)CC(=O)N1CC2 (stereo not given)	1	1	-7
Nc1nc2c(s1)CN(Cc1ncccc1C(=O)O)CC2	-10	-8	6
CCN(Cc1ccncc1)C1CCCN(C(=O)CCC(=O)c2ccccc2)C1 (stereo not given)	-8	-4	x
COCc1cc(C(=O)N2Cc3ccccc3N(C)CC2C)no1 (stereo not given)	x	-18	0
Oc1ccc(C=NN2CCCCC2)c(O)c1	x	-4	-3
CC(Cc1cnccn1)NC(=O)CCc1nnc(CCC2CCCCC2)o1 (stereo not given)	-2	0	26
CCCCN(C)c1c(CC)nc2ccc(C(=O)N3CCC(O)(Cc4ccccc4)CC3)cn12	-5	-5	4
COc1ccc(OC2CCN(C3CCCC3)CC2)c(C(=O)N2CCNC(=O)CC2)c1	x	-4	3
O=C(COc1ccccc1F)N1CCN(c2ccc3nnc(-c4ccco4)n3n2)CC1	-8	-1	1
CCc1cnc(C)nc1NC(CN(C)C)c1ccccc1 (stereo not given)	-7	-7&-4	3&-1
COc1cc2c(cc1OC)C(c1ccccc1Cl)N(C(=O)c1ccc(-c3cccc(C(F)(F)F)c3)s1)CC2 (stereo not given)	-6	-2	11
CN(C(=O)CSc1ccc(S(=O)(=O)N2CCOCC2)cn1)C1CCCCC1	x	-4	2
Cn1cnc(S(=O)(=O)NCc2cccc(C#N)c2)c1Cl	-8	-13	1

A second format for some results above.
C=C1C(C)(C)[C@H]2CC[C@]1(C(=O)NCCc1nc3ccccc3c(=O)[nH]1)C2
- mcGAS lum: -6
- hcGAS lum: 1
- NPYLR7 agonist: -5
CCN(CC)C(=O)N1CCN(CCC#N)CC1
- mcGAS lum: 1
- hcGAS lum: 2
- NPYLR7 agonist: x
O=C(C=CNCCNC=CC(=O)C(F)(F)F)C(F)(F)F
- mcGAS lum: x
- hcGAS lum: -5
- NPYLR7 agonist: 3
Cc1ccc(-c2nc(C(N)=O)c3[nH]c(=O)n(-c4ccc(C(C)(C)C)cc4)c3n2)o1
- mcGAS lum: -7
- hcGAS lum: -5
- NPYLR7 agonist: 28

(listing goes on)
SMILES	mcGAS lum	hcGAS lum	NPYLR7 agonist
CCOC(=O)c1cc2cc(C(=O)O)ccc2[nH]1	x	-12	-4
Cc1ccc(CC(C)NS(=O)(=O)C2CCOCC2)s1 (stereo not given)	x	-13	-9
COc1cccc(S(=O)(=O)N2CCN(Cc3cc(=O)c(OCc4cc(C)cc(C)c4)co3)CC2)c1	-7	-5	-1
COc1ccc(/C=C/c2nc3ccccc3n2C(F)F)cc1O	x	2	-5
Nc1ccc2c(c1)OC1(CCCC1)O2	x	-6	15
Cc1cc(NCc2ccccn2)n2c(nc3ccccc32)c1C#N	-5	-6	4
O=c1cc(-c2ccccc2)oc2cccc(O)c12	-4	-3	-7
COc1cccc(CN2CCCC(O)(CNC3CCCCC3)C2=O)c1 (stereo not given)	x	-2	1
CCCOC1CCCN(C(=O)c2cc(Cn3nc(C)cc3C)[nH]n2)C1 (stereo not given)	x	-10	16
N#CCc1ccc(NC(=O)COc2cccc(F)c2)cc1	-8	-16	-1
O=C1NC(c2ccccc2)=C(c2ccc3ccccc3n2)C(c2ccncc2)N1 (stereo not given)	x	-8	-6
C=CCC1(CC=C)CCCN1Cc1cn[nH]c1-c1cc(OC)c(OC)c(OC)c1	x	-5	7
Nc1ncnc2c1ncn2[C@@H]1O[C@H](CO)[C@H](O)C1O (stereo not given in full)	-2	-4	96*
COc1ccc(C(=O)C(OC(=O)c2ccc(Br)o2)c2ccccc2)cc1 (stereo not given)	-7	-7	1
CCCC(=O)OCC(O)CN(Cc1ccc(OC)cc1)Cc1cccc(C)c1 (stereo not given)	-6	-10	34
NC(=O)C1CCN(c2ncnc3nc[nH]c23)CC1	x	-4	3
COc1ccc(C(=O)CSc2nc3sc(C)c(C)c3c(=O)n2Cc2ccco2)cc1	-4	-6	1
Cc1ccoc1C(=O)NCCN1C(=O)SC(=Cc2cccc(Cl)c2Cl)C1=O	-1	-4	-5
CC(C)CCN(CCC(C)C)C(=O)c1ccc2c(c1)C(=O)NC2=O	x	-9	-3
CCCCN(CC(=O)N1c2ccccc2-n2cccc2C1c1cc(OC)ccc1OC)C(=O)Nc1ccc(OCC)cc1 (stereo not given)	-2	-1	4
CC(=O)[C@H]1CC[C@H]2[C@@H]3C=CC4=CC(=O)CC[C@@]4(C)[C@@H]3CC[C@]12C	-4	-7	-7
O=C(CC(c1ccc(F)cc1F)c1c[nH]c2ccccc12)NC1CC1 (stereo not given)	-6	-3	1
CC1CCCCC1OC(=O)NC(C(F)(F)F)C(F)(F)F (stereo not given)	-7	-1	-6

High-throughput results: PubChem BioAssay, Fisher Drug Discovery Resource Center
